Assay outcomes: PubChem BioAssay, National Center for Advancing Translational Sciences (NCATS)
EPAC1 agonist: EPAC1 (human) agonism; O95398; EPAC1 agonist qHTS, biochemical assay; response scale: 100% = response to 6.5 mM cAMP; Potency, µM (series often up to 154 µM), without a hit: top-dose activation, most hits filed as activators; 360,000 tested, 0.073% active; AID 720707; also: nearly all actives have a fitted effect of over 60% in size
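Compounds were pinned as a concentration titration into mixtures of EPAC1 (100 nM), BODIPY-GDP-loaded Rap1B (250 nM) and GDP (50 uM). After 5 min at room temperature, fluorescence was followed for 30 min; activity was scaled to 6.5 mM cAMP.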
aSyn yeast inh: inhibitors of alpha-synuclein toxicity in yeast; Potency, µM (titrated, usually from 46.1 µM), for the others: top-dose growth rescue (activation), most hits filed as activators; Yeast expressing alpha-synuclein, growth rescue, BacTiter-Glo, 24 h; AID 652106; 370,000 tested, 0.14% active; also: % of control where 0% means no effect; nearly all actives have a fitted effect of over 65% in size
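Rescue of yeast growth: cells expressing toxic alpha-synuclein, induced in galactose at OD600 0.02, incubated with compound 24 h at 30 C. ATP luminescence quantified growth; inhibitors of toxicity appear as activators.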
EPAC1 antag: EPAC1 (human) antagonism | O95398 | EPAC1 GEF assay, Rap1b-BODIPY-GDP exchange fluorescence | Potency, µM (series often up to 115 µM), inactives show at the highest dose activity change, negative = inhibition, actives largely listed as inhibitors | 360,000 tested, 0.14% active;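 also: plate controls were vehicle for no effect and positive control for full effect; nearly all actives have a fitted effect of over 50% in size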
TDP-43 yeast inh: TDP-43 toxicity inhibition in yeast | Potency, µM (doses to about 46.1 µM), for the others: at the highest dose growth rescue (activation), most hits filed as activators | 410,000 tested, 1.8% active | AID 652104 | TDP-43 expressing yeast growth rescue, BacTiter-Glo, 24 h; also: % of control where 0% means no effect; nearly all actives have a fitted effect of over 50% in size
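Readout is BacTiter-Glo luminescence of cell growth, so inhibitors register as activators. TDP-43-expressing yeast at OD600=0.02 in galactose medium, after raffinose pregrowth to mid-log, were incubated with compound for 24 hr at 30 deg C.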
FUS yeast rescue: FUS proteinopathy suppression in yeast | AID 1347120 | Potency, µM (doses to about 76.6 µM), for the others: at the top dose growth rescue (activation), actives largely listed as activators | S. cerevisiae FUS-expressing, growth rescue, OD600, 24 h | 390,000 tested, 0.24% active;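 also: plate controls were DMSO vehicle for no effect and reference control for full effect; nearly all actives have a fitted effect of over 55% in size; some results filed as inactive show a strong effect at the top dose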
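S. cerevisiae expressing FUS from galactose induction served as the toxicity model. Growth after 24hr at 30C, read as absorbance at 600 nm, indicates suppression of toxicity; compounds dosed at several concentrations.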
EPAC2 antag: antagonists of human EPAC2 | Q8WZA2 | EPAC2 GEF exchange of Rap1B-BODIPY-GDP, fluorescence | Potency, µM (doses to about 114 µM), for inactives: at the highest dose activity, negative = inhibition, usual class: inhibitors | 360,000 tested, 0.18% active | AID 720708; also: % is scaled to controls: 0 for no effect and ±100 for the full control effect; nearly all actives have a fitted effect of over 45% in size; many of its hits are not listed in these tables
PTHR1 agonist: activates the human parathyroid hormone receptor PTHR1; Q03431; HEK293 GP2 PTHR1 cells, GloSensor cAMP luminescence, 1 h; Potency, µM (doses to about 115 µM), for the others: top-dose activation, hits mostly activators; 410,000 tested, 0.075% active; AID 743266; also: nearly all actives have a fitted effect of over 55% in size; some results filed as inactive show a strong effect at the top dose; inactives centre near -15; many of its hits are not listed in these tables
Target sequence (Q03431 whole entry, looked up): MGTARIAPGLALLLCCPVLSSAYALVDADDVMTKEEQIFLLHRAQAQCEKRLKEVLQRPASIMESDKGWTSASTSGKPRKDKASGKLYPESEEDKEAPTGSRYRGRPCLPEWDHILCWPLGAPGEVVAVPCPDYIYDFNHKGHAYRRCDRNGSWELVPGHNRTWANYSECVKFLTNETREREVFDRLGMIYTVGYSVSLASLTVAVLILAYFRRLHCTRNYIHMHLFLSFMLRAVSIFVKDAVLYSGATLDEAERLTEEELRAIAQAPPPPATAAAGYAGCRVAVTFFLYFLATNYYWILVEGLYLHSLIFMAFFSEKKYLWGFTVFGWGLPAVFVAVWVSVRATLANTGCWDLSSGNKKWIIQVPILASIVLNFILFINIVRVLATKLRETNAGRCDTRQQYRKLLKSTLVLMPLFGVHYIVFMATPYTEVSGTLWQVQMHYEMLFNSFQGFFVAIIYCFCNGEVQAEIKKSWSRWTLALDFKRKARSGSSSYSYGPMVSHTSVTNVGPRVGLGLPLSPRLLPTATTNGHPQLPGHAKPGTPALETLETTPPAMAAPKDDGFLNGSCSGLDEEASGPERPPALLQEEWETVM
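HEK-293-derived GP2 cells expressing PTHR1 and a GloSensor cAMP reporter, 3,000/well, plated overnight, given luciferin plus IBMX (each 0.5 mM as added) for 1 h at 37 °C, then compound for 1 h at 37 °C. Luminescence was read after 15 min at room temperature.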
EPAC2 agonist: EPAC2 (human) agonism | EPAC2 activation, biochemical qHTS; response scale: 100% = 6.5 mM cAMP response | Potency, µM (doses to about 154 µM), for the others: at the top dose activation, most hits filed as activators | 360,000 tested, 0.079% active | AID 720711; also: nearly all actives have a fitted effect of over 50% in size
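In this primary screen, activation is scored as increased exchange of BODIPY-GDP from Rap1B by 100 nM EPAC2, with 50 uM GDP as competitor. Signal is normalized to the 6.5 mM cAMP agonist control.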
Active calls of the source: *; i = inactive; ? = inconclusive; · = no result given; & = joins results of further samples; [ ] = dose if it differs, or a comment. Calls follow the shape of the dose curve; as a rule, active = well fitted curve in the direction sought with a large enough effect; inconclusive = small, poorly fitted or top-dose-only effect, or another doubt; inactive = no such curve, though single readings can be large; an effect the other way counts as inactive or inconclusive. Potency is read from the fitted curve at half-maximal effect. This is a subset. The share of hits here may be higher or lower than overall.

entry	SMILES	EPAC1 agonist	aSyn yeast inh	EPAC1 antag	TDP-43 yeast inh
1	CN1Cc2c(N3CCOCC3)nc3sc(C(=O)c4ccccc4)c(N)c3c2CC1(C)C	4%	8%	6%	8%
2	CCCN(Cc1ccccc1)C(=O)Nc1ccc2c(c1)nnn2C	2%	5%	-6%	-14%
3	CC(C)NC(=O)C1(C)CCCN1C(=O)c1cc(C#N)cs1 (configuration not stated)	-16%	0%	-7%	14%
4	COc1ccc2[nH]cc(CCN=C(NC(=O)c3cccc(Cl)c3)Nc3nc(C)cc(C)n3)c2c1	·	5%	·	?
5	COc1ccccc1CN1CCN(Cc2nc(Cc3ccccc3)no2)CC1	-4%	-2%	1%	-8%
6	Cc1cccc2c1N(CCCOc1ccccc1)C(=O)C2=O	20%	-23%	?	9%
7	NCCCC(N)(C(=O)O)C(F)F (configuration not stated)	-17%	1%&-1%	2%	6%
8	Cn1c(=O)c2c(ncn2CC(=O)N2CCOCC2)n(C)c1=O	5%	-6%	-3%	8%
9	CC(C)(C)C(=O)Nc1nc2c(s1)COc1ccccc1-2	-2%	-4%	-2%	?
10	Cc1ccc(-c2nc(NC(=O)CSc3ccc4ccccc4n3)ns2)cc1	-13%	-4%	1%	3%&4%
11	COc1ccc(CC(=O)OCC(=O)NCc2ccco2)cc1	2%	1%	-15%	-27%
12	CCCCC1CCC(C(=O)N(CCOC)c2c(N)n(CC(C)C)c(=O)[nH]c2=O)CC1 (configuration not stated)	7%	2%	?	16%

entry	FUS yeast rescue	EPAC2 antag	PTHR1 agonist	EPAC2 agonist
1	7%	0%	0%	7%
2	-7%	-4%	21%[57.5 µM]	6%
3	-32%	5%	i	1%
4	?	·	i	·
5	-7%	3%	?	4%
6	18%	-9%	i	12%
7	-15%	5%	-10%	-4%
8	-6%	?	-15%[57.5 µM]	-19%
9	-7%	-15%	-50%[inhibitor]	8%
10	-21%&-18%	4%	-18%&-10%	5%
11	5%	-12%	24%	0%
12	-8%	5%	-17%	-10%

3 entries already listed, arranged by the number in EPAC1 agonist, smallest number first:
nr | SMILES | EPAC1 agonist
10 | Cc1ccc(-c2nc(NC(=O)CSc3ccc4ccccc4n3)ns2)cc1 | -13%
9 | CC(C)(C)C(=O)Nc1nc2c(s1)COc1ccccc1-2 | -2%
8 | Cn1c(=O)c2c(ncn2CC(=O)N2CCOCC2)n(C)c1=O | 5%

Ordered by number of heavy atoms (rising): part of the list above.
entry	SMILES	EPAC1 agonist	aSyn yeast inh	EPAC1 antag	TDP-43 yeast inh
9	CC(C)(C)C(=O)Nc1nc2c(s1)COc1ccccc1-2	-2%	-4%	-2%	?
3	CC(C)NC(=O)C1(C)CCCN1C(=O)c1cc(C#N)cs1 (configuration not stated)	-16%	0%	-7%	14%
10	Cc1ccc(-c2nc(NC(=O)CSc3ccc4ccccc4n3)ns2)cc1	-13%	-4%	1%	3%&4%
5	COc1ccccc1CN1CCN(Cc2nc(Cc3ccccc3)no2)CC1	-4%	-2%	1%	-8%

entry	FUS yeast rescue	EPAC2 antag	PTHR1 agonist	EPAC2 agonist
9	-7%	-15%	-50%[inhibitor]	8%
3	-32%	5%	i	1%
10	-21%&-18%	4%	-18%&-10%	5%
5	-7%	3%	?	4%

Later entries.
entry	SMILES	EPAC1 agonist	aSyn yeast inh	EPAC1 antag	TDP-43 yeast inh
13	CCc1ccc(-c2nc(CSCC(=O)NCc3ccco3)c(C)o2)cc1	-3%	7%	11%	?
14	c1ccc2cc(C3OCC4(CCCC4)CO3)ccc2c1	1%	-14%	-2%	-25%
15	CN1C(=O)[C@H]2[C@@H](/C=C/c3ccccc3)N3C(=O)CN(CCO)C(=O)[C@@]3(C)[C@H]2C1=O	-9%	1%	1%	18%
16	COc1ccc(OC)c(NC(=O)CSc2nc(=O)n(CCN3CCOCC3)c3c2CCC3)c1	-2%	0%	8%	12%
17	COc1ccc(NC(=O)CC(C)C)c([N+](=O)[O-])c1	-8%	6%	-3%	-20%
18	CCCOC(=O)C1[C@H]2C(=O)N(Cc3ccco3)C[C@]23C=C[C@H]1O3 (some centres not stated)	4%	-3%	-8%	-5%
19	CC(C)(C)NC(=O)CSc1nnc(-c2ccncc2)o1	-2%	-6%	-3%	7%
20	CC(Sc1nn(-c2ccccc2)c(=S)s1)C(=O)NCC1CCCO1 (configuration not stated)	-8%	-2%	-9%	3%
21	O=C(/C=C/C(=O)N1CCc2ccccc2C1)N1CCc2ccccc2C1	11%	-1%	-14%	9%
22	Cc1ccc(NS(=O)(=O)c2cccc(C(=O)NCC(c3ccco3)N3CCCC3)c2)cc1 (configuration not stated)	0%	0%	8%	16%
23	N#Cc1ccc(C(=O)Nn2cnnc2)cc1	5%	-8%	6%	1%
24	CCOC(=O)CN1C(=O)C(C)(C)Oc2ccc(C(=O)Nc3ccccc3OC)cc21	7%	-1%	-7%	8%

entry	FUS yeast rescue	EPAC2 antag	PTHR1 agonist	EPAC2 agonist
13	21%	-18%	-38%[inhibitor]	5%
14	-18%	9%	-35%	8%
15	-5%	14%	-8%	-5%
16	4%	12%	i	0%
17	7%	6%	24%	-3%
18	25%	1%	-23%	-6%
19	·	11%	-25%	7%
20	6%	4%	i	-1%
21	-12%	6%	i	6%
22	-9%	-6%	-15%	7%
23	-15%	0%	-1%	9%
24	19%	4%	i	3%

Later entries.
entry	SMILES	EPAC1 agonist	aSyn yeast inh	EPAC1 antag	TDP-43 yeast inh
25	Cc1ccc(C(=O)CCC(=O)Nc2cccc(C(F)(F)F)c2)cc1	-13%	-1%	14%	-2%
26	CCOC(=O)C(=O)NC(C)CCc1ccccc1 (configuration not stated)	3%	1%	3%	22%
27	O=C(Cc1nnc(NC(=O)c2cccc([N+](=O)[O-])c2)s1)NCc1ccccc1	1%	-3%	9%	26%
28	NC(=O)c1sc(=S)n(-c2ccc(Br)cc2)c1N	-1%	-2%	3%	?
29	Cc1cc(Cl)ccc1OCC(=O)OCC(=O)Nc1ccc(Cl)cn1	5%	-2%	-3%	-2%
30	Cc1ccc(-c2nc(CS(=O)CC(=O)NCCN(CC(C)C)CC(C)C)c(C)o2)cc1 (configuration not stated)	0%	·	11%	7%
31	CCc1ccc(N2CC(C(=O)NCC(C)(C)N3CCOCC3)CC2=O)cc1 (configuration not stated)	4%	-2%	-3%	6%
32	Cc1cc(C(=O)OCC(=O)NC(C)c2ccccc2)c(C)o1 (configuration not stated)	1%	12%	-5%	15%
33	Cc1ccc(S(=O)(=O)N2CC=C(c3c(C)n(CC(=O)N4CCCC4)c4ccccc34)CC2)cc1C	·	6%	·	1%
34	CC(OC(=O)C12CCC(=O)N1c1ccccc1S2)C(=O)Nc1cccc(Cl)c1 (configuration not stated)	8%	18%	0%	0%
35	CCCCn1c(N)c(N(CCOC)C(=O)CN(C)CC(=O)Nc2ccc(Cl)c(Cl)c2)c(=O)[nH]c1=O	-10%	-2%[1.84 µM]	-3%	-13%
36	O=CN1CCCN(Cc2nc(Cc3ccccc3F)no2)CC1	7%	-4%	4%	13%

entry	FUS yeast rescue	EPAC2 antag	PTHR1 agonist	EPAC2 agonist
25	-25%	6%[57.1 µM]	i	-20%
26	·	4%	i	-2%
27	·	2%	-11%	4%
28	-8%	7%	-22%	18%
29	-44%	-25%	-19%	10%
30	-6%	-8%	i	-22%
31	-18%	2%	i	5%
32	-10%	10%	-23%	7%
33	?	·	-2%	·
34	9%	-16%	-8%	7%
35	21%	1%	50µM*	3%
36	-34%	-7%	i	8%

(cont.)
entry	SMILES	EPAC1 agonist	aSyn yeast inh	EPAC1 antag	TDP-43 yeast inh
37	CCOC(=O)c1sc(SC)c(C(C)=O)c1C	-6%	2%	-3%	-1%
38	COc1cccc(CN2CCN(Cc3cc(OC)c(OC)cc3OC)CC2)c1	0%	11%	-1%	-10%
39	CC(=O)c1ccc(N2CCN(C(=O)C3CCCN(S(=O)(=O)c4cnc[nH]4)C3)CC2)cc1 (configuration not stated)	-2%	1%	7%	-4%
40	O=C(CCn1c(=O)oc2ccccc21)N(Cc1ccccc1)c1ccccn1	4%	11%	16%	-10%
41	Cc1oc(-c2cccc(Cl)c2)nc1CS(=O)(=O)CC(=O)NC1CCCC1	-11%	5%	3%	6%
42	CNC(=O)CSc1nnc(COc2ccc(Cl)cc2)n1CCOC	-4%	8%	7%	-14%
43	NNC(=O)CNC(c1ccccc1)c1cc(Br)ccc1NC(=O)c1cccc(Cl)c1 (configuration not stated)	10%	2%	-2%	21%
44	COc1ccc(C(C(=O)Nc2ccc3c(c2)OCCO3)n2c(=O)c(-c3cc4ccccc4[nH]3)nc3ccccc32)cc1 (configuration not stated)	3%	8%	-21%	?
45	COCCOC1CCN(C(=O)c2cc(COc3ccc(F)cc3F)on2)CC1	-4%	1%	15%	-2%
46	COc1cccc(NC(=O)C2CSC3(C)CCC(=O)N23)c1 (configuration not stated)	7%	0%	-22%	-7%
47	O=C(CNS(=O)(=O)c1ccc(F)cc1)N1CCOCC1	-1%	-6%	8%	-5%
48	COCCN(CC(=O)Nc1ccccc1C(F)(F)F)C(=O)c1ccc(-n2cccn2)cc1	-4%	-3%	40%	-13%
49	COC(=O)c1sccc1NC(=O)c1ccc(Br)s1	4%	1%	-11%	1%
50	COc1ccc(C(=O)NCc2nnc(SCC(=O)Nc3cccc(C(F)(F)F)c3)o2)cc1OC	0%	-2%	-7%	4%

entry	FUS yeast rescue	EPAC2 antag	PTHR1 agonist	EPAC2 agonist
37	-6%	7%	i	-33%[inhibitor]
38	11%	6%	i	2%
39	23%	2%	?	-3%
40	22%	12%	i	4%
41	-1%	3%	-37%[inhibitor]	-10%
42	-13%	9%	-2%	9%
43	31%	-7%	i	-5%
44	21%	4%	12%	7%
45	·	23%	i	7%
46	18%	0%	-14%	14%
47	23%	15%	i	6%
48	-12%	2%	-39%	1%
49	4%	-4%	-21%[57.5 µM]	3%
50	30%	-2%	-13%[57.5 µM]	-1%
